PfHsp90 set2: growth inhibition of yeast expressing Plasmodium Hsp90; 0.32% of 310,000 active; AID 504621; S. cerevisiae expressing PfHsp90, BacTiter-Glo ATP, 48 h; yeast lacking PDR1 and PDR3 efflux regulators; inhibition, % at 9.4 µM;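 active = every replicate shows inhibition above about 80%, whatever the replicate mean, limit read from the data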;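 also: 0% = DMSO neutral controls and 100% = 20 µM radicicol positive controls; yeast relying on Plasmodium falciparum Hsp90 in place of its own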
SUMO Mot1 rescue: SUMOylation pathway inhibition by Mot1-301 growth rescue | growth rescue, % at 18.8 µM | S. cerevisiae Mot1-301 growth rescue, ATP luminescence, 38.5C; percent above DMSO median, 100 means doubled | 1% of 320,000 active;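 active = every valid replicate shows activation above 250% relative to neutral control wells; inactive = the rest, any valid replicate at or below 250%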;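 also: OY570 slx delta 5 strain wells were the positive control but not used for scaling; some compounds called inactive have numbers as strong as hits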
Arrestin-AP2 inh: inhibitors of human beta-arrestin and AP2 interaction | inhibition, % at 10 µM | FITC-arrestin peptide / GST-AP2 beads, flow cytometry; AP2 beta2 appendage carries R879A mutation | 0.31% of 340,000 active;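 active = inhibition above a set limit, near 3 SD of compounds lacking own fluorescence, cut at about 54% in these data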;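 also: plate controls were DMSO wells for no effect and 5 µM unlabelled arrestin peptide for full effect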
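Measured by: flow cytometry, FL1 (488/535 nm); Material: AP2 appendage R879A on GSH beads; Evaluation: percent response; Timing: pre-incubation 12 min, peptide binding 1 h, room temperature; Also added: 50 nM FITC-arrestin peptide; Medium: PBS with 0.05% Tween 20 and 0.1% BSA.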
OPRM1-OPRD1 inv: mu-delta opioid heterodimer inverse agonism; inhibition, % at 9.3 µM; 0.21% of 340,000 active; AID 504357; P35372+P41143; cell-based MOR-DOR heterodimer luminescence; in the data active = inhibition above about 22%, passing the limit was not always enough;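 also: 0% = cells with DMSO and 100% = wells without cells with DMSO; values of inactives mirror those of a sister screen read the other way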
Target sequence (P35372 whole entry, looked up): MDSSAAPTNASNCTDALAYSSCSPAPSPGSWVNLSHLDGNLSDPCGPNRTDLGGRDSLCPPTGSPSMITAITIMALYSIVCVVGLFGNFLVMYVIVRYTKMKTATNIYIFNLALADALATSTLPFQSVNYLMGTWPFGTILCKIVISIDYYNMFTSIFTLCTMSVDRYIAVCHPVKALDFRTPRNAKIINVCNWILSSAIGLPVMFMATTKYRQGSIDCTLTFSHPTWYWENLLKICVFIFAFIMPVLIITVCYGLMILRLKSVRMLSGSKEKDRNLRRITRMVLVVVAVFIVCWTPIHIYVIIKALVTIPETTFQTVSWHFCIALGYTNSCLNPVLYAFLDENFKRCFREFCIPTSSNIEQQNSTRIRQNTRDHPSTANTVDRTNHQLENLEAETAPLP
Target sequence (P41143 whole entry, looked up): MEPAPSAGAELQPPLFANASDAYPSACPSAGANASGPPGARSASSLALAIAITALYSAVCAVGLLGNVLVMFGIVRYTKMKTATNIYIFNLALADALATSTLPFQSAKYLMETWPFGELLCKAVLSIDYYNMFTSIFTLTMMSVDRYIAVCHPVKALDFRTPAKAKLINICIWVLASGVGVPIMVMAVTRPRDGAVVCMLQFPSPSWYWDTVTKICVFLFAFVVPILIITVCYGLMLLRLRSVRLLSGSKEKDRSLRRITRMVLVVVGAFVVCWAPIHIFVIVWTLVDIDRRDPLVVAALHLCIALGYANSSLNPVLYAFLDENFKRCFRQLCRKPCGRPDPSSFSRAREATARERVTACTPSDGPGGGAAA
PKA-R1A act: PKA-R1A complex activation | 0.083% of 340,000 active | PKA-R1A dissociation, Cy5-IP20 fluorescence polarization; scaled: DMSO 0%, 113 µM cGMP 100% | activation, % at 11.4 µM | P00514+P68181;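 active = percent activation above the mean of all tested compounds plus 3 SD, cut at about 19% in these data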;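 also: higher means more PKAc released from R1A so a rise in polarization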
phage Ecoli inh: E. coli growth loss with phage present | growth absorbance | inhibition, % at 11.9 µM | 0.26% of 360,000 active; in the data active = inhibition above about 11%
Ecoli viability: reduces bacterial viability in AddAB counter-screen; E. coli V3065 growth, OD600 absorbance, 18 h; inhibition, % at 11.9 µM; 0.27% of 330,000 active; AID 449728;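 active = inhibition above the campaign's mean inhibition across all tested compounds plus 3 SD, cut at about 9.9% in these data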;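 also: uninfected addAB+ strain grown without phage in ampicillin broth; 0% = DMSO wells and 100% = ciprofloxacin 0.95 µg/ml wells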
Tat export inh: E. coli Tat transport inhibition; inhibition, % at 10 µM; E. coli MC4100 TorA-mCherry Tat export, fluorescence; 0.036% of 340,000 active; AID 488895;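 active = mean replicate inhibition at least 50% and at least half of replicates individually reaching 50%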;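 also: exported cargo escapes ClpAP degradation while cytoplasmic cargo is degraded and loses fluorescence; 0% = median of neutral control wells and 100% = median of NaSCN control wells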
AddAB inh: less growth of phage-infected E. coli with AddAB | E. coli expressing H. pylori AddAB, absorbance growth | inhibition, % at 11.9 µM | 0.29% of 330,000 active | AID 435030; in the data active = inhibition above about 12%;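 also: 0% = vehicle wells of infected cells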
OPRM1-OPRD1 ag: OPRM1-OPRD1 heterodimerization agonism; cells, luminescence; activation, % at 9.3 µM; 0.3% of 340,000 active; in the data active = activation above about 18%;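 also: 0% = vehicle-treated cells and 100% = reference agonist; values of inactives mirror those of a sister screen read the other way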
DSG3 Ab inh: blocks pemphigus antibody binding to human desmoglein-3 | P32926 | DSG3-coupled beads, scFv-anti-DSG3-GFP binding, flow cytometry; stronger effect = lower value | AID 588358 | 0.48% of 310,000 active | binding (percent of control), % at 10 µM;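 active = binding more than 3 SD below its plate's average and above zero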;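 also: hits lower antibody fragment binding to DSG3; some compounds called inactive have numbers as strong as hits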
Numbers without * were called inactive; . = not tested or not shown. This is a random part of the collection. Share with any hit: about 2.8%.

SMILES | PfHsp90 set2 | SUMO Mot1 rescue | Arrestin-AP2 inh | OPRM1-OPRD1 inv | PKA-R1A act | phage Ecoli inh | Ecoli viability | Tat export inh | AddAB inh | OPRM1-OPRD1 ag | DSG3 Ab inh
O=C(c1ccc(C(F)(F)F)cc1)N1CCN(S(=O)(=O)c2ccc3c(c2)OCCCO3)CC1 | -1 | 96 | 47 | 5 | 1 | 1.0 | -0.1 | -7 | 0.4 | -0.9 | 107
O=S(=O)(c1cccc(Cl)c1)N1CN(CC2CCCO2)c2nc3ccccc3nc21 (stereo unspecified) | -3 | -4 | 12 | 0 | -8 | 1.7 | 0.6 | 6 | 2.7 | 0.0 | .
C=CCC1c2cccc(C(=O)O)c2C(=O)N1c1ccc(Cl)cc1 (stereo unspecified) | 8 | 7 | 9 | 4 | -7 | 5.9 | 0.7 | 0 | -0.7 | -0.7 | .
CC(C)c1nc(SCC(=O)Nc2ccc([N+](=O)[O-])cc2Br)n[nH]1 | 4 | -16 | -30 | -4 | -5 | -1.0 | -3.9 | -9 | 4.0 | 0.8 | .
O=C(COC(=O)CC1CC2CCC1C2)Nc1ccc(F)cc1 (stereo unspecified) | 25 | 13 | -4 | -18 | -15 | 2.8 | -0.3 | -1 | 3.9 | 2.6 | 132
NC(=O)N/N=C/c1sc(=O)n(-c2ccccc2)c1Cl | 9 | -12 | 2 | 12 | 12 | -4.9 | 2.3 | -2 | 1.1 | -2.5 | .
COc1ccc(CCN(C)C(=O)C2CCN(C(=O)Nc3ccccc3)CC2)cc1OC | -3 | 29 | -2 | 1 | -13 | 1.3 | 2.9 | 5 | 4.7 | -0.2 | 106
CC(C)OCCCNC(=O)C1CCN(S(=O)(=O)N2CCCCC2)CC1 | -24 | 0 | 26 | -1 | -11 | 0.7 | 1.5 | -14 | 3.4 | 0.1 | 99
CC(=O)c1ccc(NC(=O)C(C)Sc2nnnn2C)cc1 (stereo unspecified) | 7 | -2 | -6 | 10 | 10 | 1.9 | -1.7 | 5 | -1.1 | -1.9 | 104
O=[N+]([O-])c1ccc(OCC2CC(c3ccccc3)=NO2)cc1 (stereo unspecified) | 14 | -4 | 5 | 7 | 5 | 3.2 | 0.8 | 2 | 5.0 | -1.4 | 105
CC(C)c1ccc(OCC(=O)Nc2c3c(nn2C(C)(C)C)CS(=O)(=O)C3)cc1 | . | 6 | 1 | -18 | -1 | 2.2 | 0.9 | -4 | 5.7 | 2.8 | 105
COc1ccc(-n2c(Cc3cccn3C)nnc2SCC(=O)Nc2ccccc2)cc1 | -13 | -12 | 2 | 12 | 0 | 2.4 | -1.6 | 1 | 7.0 | -2.4 | 105
Cn1nc(C(=O)N2CCN(c3ccccc3F)CC2)c2c1-c1ccccc1S(=O)(=O)C2 | 7 | 4 | 29 | 11 | 1 | 1.9 | -1.8 | -4 | 1.7 | -2.0 | 100
CC(C)(C)OC(=O)N1CCC(c2cc(-c3cccs3)n[nH]2)CC1 | -5 | -1 | -10 | -22 | 1 | 2.0 | 2.5 | -1 | 1.2 | 4.4 | 106
CCCCN(C(=O)c1ccc2c(c1)S(=O)(=O)N=C1CCCCCN12)c1c(N)n(CCCC)c(=O)[nH]c1=O | -126 | 248 | 44 | 3 | 5 | 1.4 | -0.7 | 2 | 0.8 | -0.5 | 106
O=C(NC(=S)NC1CCCCC1)c1ccccc1[N+](=O)[O-] | -15 | 30 | 21 | -25 | 3 | 1.3 | 0.0 | 1 | -0.3 | 5.0 | 103
CCOc1cc(N2CCOCC2)c(OCC)cc1NC(=O)c1ccc2ccccc2n1 | 39 | -4 | 26 | 5 | -4 | 1.1 | -0.3 | 6 | 0.8 | -0.9 | 104
CCOC(=O)c1oc2ccc(S(=O)(=O)n3nc(-c4ccccc4)cc3N)cc2c1C | -4 | -5 | -7 | -12 | -2 | 3.6 | 0.4 | -6 | 0.6 | 2.0 | 97
N#CC1=C(N2CCCCC2)c2cc3c(n2C1=O)CCCC3 | -21 | -7 | 30 | 7 | 0 | 0.8 | -0.1 | 15 | -1.9 | -1.2 | 98
CC(C)C(NC(=O)c1ccccc1)C(=O)OCC(=O)N1CCCC1 (stereo unspecified) | -13 | -12 | -5 | 3 | -3 | 1.5 | -2.6 | -7 | 0.9 | -0.8 | .
CN1CCN(NC(=S)NC2CCCC2)CC1 | -21 | -8 | -1 | 10 | -5 | 5.3 | -2.2 | -5 | 1.3 | -1.6 | 86
Cc1ccc(CCNC(=O)CN(c2ccc(C)cc2)S(=O)(=O)c2c(C)noc2C)cc1 | 0 | 3 | 23 | -24 | -4 | 3.5 | -1.2 | -5 | 2.4 | 4.7 | .
CCc1nnc(NC(=O)c2c(OC)cccc2OC)s1 | 26 | -7 | 2 | 8 | -3 | 1.2 | -1.1 | -4 | 0.5 | -1.5 | 99
CCOC(=O)c1cccc2c1-c1ccccc1/C2=N/O | -65 | 69 | -1 | -13 | -8 | -0.3 | 2.2 | 1 | 1.8 | 2.9 | 125
COc1ccc(C2=NN(Cc3ccccc3)C3C(=O)NC(=O)C23)cc1 (stereo unspecified) | . | 6 | -10 | 1 | -1 | 1.8 | -0.6 | -3 | 0.2 | -0.1 | 104
CCOc1cc(N2CCOCC2)c(OCC)cc1NC(=O)COc1cccc2cccnc12 | 3 | 4 | 19 | -11 | 8 | 2.8 | 2.6 | -5 | 0.7 | 1.9 | 105
COCCCNC(=O)Nc1ccc(Br)cc1Cl | 17 | 1 | -4 | 10 | -7 | 2.7 | -1.0 | 15 | 0.2 | -1.9 | 101
Nc1ccc(C(=O)Nc2ccc(Nc3ccncc3)cc2)cc1 | 2 | 93 | 16 | 1 | 2 | 0.7 | 1.6 | -1 | -0.9 | -0.2 | 95
CC(=O)NC(Cc1c[nH]c2ccccc12)C(=O)NCc1ccc2c(c1)OCO2 (stereo unspecified) | . | -2 | 10 | -19 | -3 | -1.5 | -0.8 | 4 | -0.3 | 3.4 | 105
O=C1CCCN1CC(O)CS(=O)(=O)Cc1ccc(Cl)c(Cl)c1 (stereo unspecified) | 3 | -5 | 1 | 7 | 2 | -1.0 | 0.1 | 1 | 0.2 | -1.3 | 118
Cc1ccccc1-n1c(Cn2c(=O)sc3ccccc32)nnc1SCC(N)=O | 6 | -1 | -2 | 13 | -4 | 2.1 | -2.6 | 9 | 0.3 | -2.7 | 108
Cc1ccc(C(=O)/C=C/Nc2ccccc2C(N)=O)cc1 | -13 | 481* | 26 | 2 | 2 | 2.4 | -1.3 | 3 | 1.4 | -0.3 | 104
COc1cccc(/C=N/Nc2ccnc(=O)[nH]2)c1O | 13 | 11 | 4 | -8 | -6 | 2.1 | 13* | 7 | 6.3 | 1.7 | 105
Cc1ccc(S(=O)(=O)N(C)c2ccc(C(=O)Nc3c(C)n(C)n(-c4ccccc4)c3=O)cc2)cc1 | -18 | -10 | 4 | 5 | -2 | -0.1 | 1.0 | 3 | 1.2 | -0.9 | 99
CC1CCCCC1NCC#CCOc1ccc(Cl)cc1 (stereo unspecified) | 4 | -6 | -7 | 0 | -7 | 5.3 | 1.4 | -1 | 5.4 | 0.0 | 100
Cc1nc(Nc2cccc(C(F)(F)F)c2)nc2c1C(=O)CC(C)C2 (stereo unspecified) | 3 | 2 | -3 | 1 | -14 | 1.0 | 0.6 | -8 | 2.4 | -0.3 | 105
O=C(Nc1ccc(F)cc1)/C(=C1/CCCCCN1)[N+](=O)[O-] | -29 | 0 | -3 | 1 | 2 | 0.2 | 1.0 | 8 | 2.0 | -0.3 | 102
Cc1nn(-c2ccc(F)cc2)c(C)c1NS(=O)(=O)c1ccc2ccccc2c1 | -14 | -19 | 16 | -17 | 2 | -2.1 | 1.2 | -4 | 2.0 | 3.1 | 99
COc1ccccc1CNS(=O)(=O)c1c(C(=O)N2CCCCCC2)c(C)n(C)c1C | 12 | -1 | 0 | 14 | -5 | 0.0 | -0.3 | 1 | 2.0 | -2.7 | 99
CCCC(=O)Nc1sc2c(c1C(=O)OC)C(C(=O)OC)CC2 (stereo unspecified) | 12 | 11 | 4 | 9 | 11 | 3.2 | -2.1 | -5 | 0.3 | -1.6 | 105
Cc1c(C(=O)Nc2cc(F)cc(F)c2)cnn1-c1ccccc1 | 7 | 25 | 1 | -12 | -6 | 4.9 | 0.6 | -3 | 2.2 | 2.7 | 100
O=C(O)C1CCCN1c1ncnc2ccccc12 (stereo unspecified) | 20 | 1 | -5 | 13 | -2 | 0.1 | 0.1 | -12 | 0.7 | -2.3 | 102
CC(C)C[C@H](NC(=O)N1CCn2c1nc1ccccc12)C(=O)NCc1ccc2c(c1)OCO2 | -52 | 21 | -1 | . | 3 | -0.2 | -0.3 | 6 | 2.4 | . | 86
CC(C)NC(=O)c1cc2cc(Br)ccc2oc1=O | -5 | 5 | 27 | 13 | -4 | 3.9 | -0.5 | 0 | 3.1 | -2.2 | 94
Cc1cc[n+](C(C)C(=O)c2ccc(Cl)cc2)cc1 (stereo unspecified) | 6 | -6 | 8 | 8 | -8 | 2.6 | 0.7 | 4 | 3.5 | -1.6 | 116
Nc1ccc(N2CCN(c3ccc(F)cc3)CC2)cc1 | -19 | 903* | 21 | 7 | 4 | 2.9 | 1.6 | 10 | -1.7 | -1.3 | 92
O=C(CSc1nnc(Cn2nnc(-c3ccccc3)n2)n1-c1ccccc1)Nc1ccc(F)cc1 | -25 | 5 | -4 | -5 | -9 | 1.7 | -1.1 | -6 | -0.7 | 1.0 | 109
CC(=O)Nc1nnc(S(=O)(=O)N2CCN(c3ccc([N+](=O)[O-])cc3Cl)CC2)s1 | 8 | -5 | -1 | -13 | -7 | 1.1 | -3.2 | 0 | 3.2 | 2.4 | .
CCc1cccc(CC)c1NC(=O)COC(=O)/C(C#N)=C/c1ccc(OC)cc1 | 6 | 2 | 11 | -4 | -4 | 3.3 | -1.7 | -4 | 0.6 | 0.9 | .
COc1cccc(CNC(=O)C(=O)NCC(c2ccco2)N2CCOCC2)c1 (stereo unspecified) | 18 | 7 | -2 | 2 | -14 | 5.0 | -3.0 | 1 | -1.3 | -0.4 | 95
Nc1ncnc(NCc2ccc(F)cc2)c1[N+](=O)[O-] | 2 | . | 11 | 2 | 0 | 2.5 | 0.4 | -4 | 1.2 | -0.4 | 97
CCOc1ccc2[nH]c3nc(SCC(=O)OC(C)C)nnc3c2c1 | 5 | 24 | 29 | 10 | -1 | 2.6 | -0.2 | -17 | 1.6 | -2.1 | 119
COc1ccc(Oc2coc3cc(OC(=O)/C=C/c4ccccc4)ccc3c2=O)cc1 | -30 | -19 | 8 | -1 | -5 | 4.1 | 0.9 | 3 | 0.3 | 0.2 | 118
